Compound activity as filed in PubChem BioAssay.
APJ antag – blocks the human apelin receptor APJ | inhibition, % at 20 µM | AID 2521 | hit rate 0.32% among 330,000 | CHO-K1 APJ beta-arrestin complementation, luminescence | P35414;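 active = inhibition above about 40% at 20 µM, limit read from the data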;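 note: cells challenged with 10 nM apelin-13 agonist together with compound; plate controls were apelin-13 plus DMSO wells for no effect and DMSO wells lacking apelin-13 for full effect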
Target sequence (P35414 whole entry, looked up): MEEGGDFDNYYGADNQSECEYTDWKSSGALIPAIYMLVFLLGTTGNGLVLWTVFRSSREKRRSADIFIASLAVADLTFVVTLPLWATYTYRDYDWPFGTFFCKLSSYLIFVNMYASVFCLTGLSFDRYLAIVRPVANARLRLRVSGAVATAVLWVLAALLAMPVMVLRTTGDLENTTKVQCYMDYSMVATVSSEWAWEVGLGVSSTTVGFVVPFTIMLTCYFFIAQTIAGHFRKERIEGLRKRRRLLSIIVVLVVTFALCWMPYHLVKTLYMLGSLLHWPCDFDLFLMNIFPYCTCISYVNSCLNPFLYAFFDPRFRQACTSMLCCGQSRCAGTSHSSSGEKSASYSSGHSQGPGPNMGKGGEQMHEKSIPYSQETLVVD
APJ ag – APJ receptor agonism; P35414; CHO-K1 APJ PathHunter beta-arrestin, luminescence; 0% DMSO wells, 100% apelin; activation, % at 20 µM; hit rate 0.11% among 330,000; AID 2520;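 active = activation more than six SD over the plate average, tested at 20 µM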;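 note: 0% = DMSO alone and 100% = apelin-13 at 10 nM; some results filed as inactive read as strong as hits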
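Material: CHO-K1 APJ beta-arrestin complementation cell line; Input: cell density 1000 per well; Incubation: compound stimulation 90 min at 25 °C, detection 60 min; Signal: luminescence from split beta-galactosidase complementation, Galacton Star/Emerald II substrate; Controls: DMSO-only wells as negative, 10 nM Apelin-13 as positive control.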
TIM10 inh – TIM10 yeast growth inhibition. S. cerevisiae TIM10 strain growth, BacTiter-Glo luminescence, 24 h. inhibition, % at 10 µM. hit rate 1.4% among 330,000. AID 463195;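 active = inhibition of 40% or more at the single tested concentration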;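 note: wild-type TIM10 isogenic control strain grown at permissive 25 °C; 0% = DMSO yeast wells and 100% = minimal medium wells without yeast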
GRIN3A LBD mod – modulators (binders) of human NR3A ligand-binding domain; Tm shift relative to glycine control, % at 25 µM; NR3A LBD differential scanning fluorimetry, Tm shift; 0% = protein alone, 100% = glycine-bound protein; AID 1259313; hit rate 2.5% among 340,000;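 active = melting temperature shift of at least 10% of the positive control shift, at one fixed dose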
MPTP block – blocks calcium-induced mitochondrial swelling | inhibition, % at 10 µM | isolated mouse mitochondria, Ca2+ swelling absorbance, 30 min | hit rate 1.4% among 360,000;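 active = inhibition of 50% or more, scaled per plate between neutral and stimulator controls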;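 note: 0% = DMSO wells given calcium and 100% = 1 mM EGTA wells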
NALP3 yeast inh – inhibitors of NALP3 inflammasome in yeast. hit rate 0.39% among 330,000. Yeast reconstituted NLRP3/ASC/caspase-1, beta-gal luminescence, 24 h. inhibition, % at 10 µM;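 active = inhibition of 50% or more; inactive = inhibition below 50%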;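 note: plate controls were induced DMSO wells for no effect and uninduced yeast grown without galactose for full effect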
tim23-1 inh – inhibits growth of tim23-1 mutant yeast; AID 463212; S. cerevisiae tim23-1 growth, BacTiter-Glo luminescence, 24 h; hit rate 1.3% among 330,000; inhibition, % at 20 µM;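 active = growth inhibition of the mutant yeast at or above 50%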;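 note: temperature-sensitive mutant grown at 25 °C; plate controls were DMSO-treated mutant yeast for no effect and medium wells lacking yeast for full effect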
beta cell repl – induces beta-cell replication in MIN6 cells; MIN6 cells proliferation, ATPlite luminescence, 48 h; cells starved in 0.2% serum; 100% = growth in 10% serum; proliferation, % at 10 µM; hit rate 0.29% among 330,000;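 active = compounds whose signal lies at least 3.5 SD above the mean of all wells on their plate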;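 note: 0% = DMSO-treated cells in low-serum medium and 100% = 10% serum control; some compounds called inactive have numbers as strong as hits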
tim10-1 inh – growth inhibitors of tim10-1 mutant yeast; inhibition, % at 20 µM; S. cerevisiae tim10-1 ts strain growth, BacTiter-Glo, 24 h; hit rate 2.2% among 330,000;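 active = inhibition of at least 40%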;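 note: mutant grown at 25 °C; 0% = DMSO wells with yeast and 100% = wells holding no yeast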
The depositor's hits bear a star; x = not tested or not shown.

Sequence of screens – APJ antag, APJ ag, TIM10 inh, GRIN3A LBD mod, MPTP block, NALP3 yeast inh, tim23-1 inh, beta cell repl, tim10-1 inh
[1] CC1CCN(C(=O)c2[nH]cnc2C(=O)Nc2cccc(Cl)c2)CC1
  4, -4, 20, 0, -0.6, 14, 32, -2, 20
[2] CCn1c(SCC(=O)N2CCN(c3ccccc3)CC2)nnc1-c1ccoc1C
  -9, -3, 2, 1, 1.1, 16, 11, -2, 12
[3] CCC(=O)N1CCc2cc(S(=O)(=O)CCC(=O)NCCc3ccccc3)ccc21
  8, -12, -33, -2, -0.1, 13, 5, -2, 14
[4] Cc1ccc(S(=O)(=O)NCC(=O)N(CC(=O)NCC2CCCO2)Cc2ccccc2Cl)cc1 (stereo not drawn)
  9, 0, -6, 0, -0.1, 2, 6, -1, 3
[5] CCN1CCN(C(=S)Nc2cc(C(=O)OC)ccc2C(=O)OC)CC1
  -5, 1, -29, 0, 1.0, 5, -4, -3, -8
[6] NC(=O)C1(N2CCCCC2)CCN(C(=O)Nc2ccccc2C(F)(F)F)CC1
  11, -2, 8, 1, x, 7, 7, -1, 8
[7] COc1ccccc1NS(=O)(=O)c1ccc(C(=O)N2CCCC(C(F)(F)F)C2)cc1 (stereo not drawn)
  13, -1, 9, 1, -0.4, 3, 11, 0, 19
[8] O=C(CSc1nc2[nH]c(=O)cc(O)c2s1)Nc1nccs1
  -16, 0, -5, 1, -0.7, 27, -3, -1, -17
[9] CCOC(=O)C1CCCN(CC(=O)NC2=Nc3ccccc3N=C(C)C2c2ccccc2)C1 (stereo not drawn)
  6, 4, 35, -1, 1.3, 8, 34, -3, 22
[10] Cc1cc(Br)c2c(c1)C(O)(N1CCCCC1C)C(=O)N2 (stereo not drawn)
  7, -6, 7, 4, 1.5, 14, 32, -1, 11
[11] COc1ccccc1NS(=O)(=O)c1cc(NC(=O)c2cccs2)ccc1N1CCCCC1
  -17, -1, 9, 1, 1.1, 11, 37, -3, 14
[12] CCOP(=O)(c1ccccc1)c1nc(-c2ccccc2C)oc1NCc1ccccc1 (stereo not drawn)
  3, -1, 10, 5, 11, 15, 20, -4, 22
[13] CCOC(=O)c1c(C)[nH]c(O)c1C=Nc1ccc(Cl)cc1
  -10, 11, -16, -4, 1.9, 19, 10, -3, -1
[14] COc1ccc(OCCOC(=O)c2ccc(F)c(S(=O)(=O)N3CCOCC3)c2)cc1
  7, -4, 3, 0, 0.8, 33, 18, 1, 3
[15] CCOC(=O)C1=CC[C@H]2c3c(c4ccccc4n3C)C(=O)C1N2Cc1ccccc1
  -2, 6, 12, 0, 0.2, 11, 9, -1, 9
[16] C=CCN=C(C)C1=C(O)CCC1=O
  4, -3, -6, 1, -2.2, -8, 5, 7, 2
[17] O=C(c1ccc(Cl)s1)N1CCN(c2ncccn2)CC1
  3, -5, -7, 0, 1.4, 12, 0, -3, 12
[18] CC(C)(C)OC(=O)NCCCCCc1cn(CC(=O)NCCCCCCCCCCC(=O)N2CCN(C(=O)OC(C)(C)C)CC2)nn1
  -10, 2, 25, 1, 94*, 13, 17, -5, 6
[19] O=C(Nc1sc2c(c1C(=O)c1ccc(Cl)cc1)CCCC2)c1cccnc1
  -1, -4, 23, 1, 4.8, 8, 32, -5, 41*
[20] Cc1ccc(OCC(=O)NCCCNC(=O)c2ccccn2)cc1
  -8, -4, -7, -2, -0.7, 3, 2, 0, -1

A few values from above.
beta cell repl with `Cc1cc(Br)c2c(c1)C(O)(N1CCCCC1C)C(=O)N2` (stereo not drawn) → -1
tim10-1 inh with `Cc1ccc(S(=O)(=O)NCC(=O)N(CC(=O)NCC2CCCO2)Cc2ccccc2Cl)cc1` (stereo not drawn) → 3

(list continues)
Sequence of screens – APJ antag, APJ ag, TIM10 inh, GRIN3A LBD mod, MPTP block, NALP3 yeast inh, tim23-1 inh, beta cell repl, tim10-1 inh
[21] CC1CCN(C(=O)c2cc(-c3ccco3)on2)CC1
  10, -1, 11, 1, -0.1, 30, 7, -3, -22
[22] CC(=O)CCC(=O)c1ccc2ccccc2c1
  18, 5, -3, -1, 0.0, 13, 17, -2, 12
[23] O=C(CCc1c[nH]c2ccccc12)NCCOc1ccccc1
  11, -4, 11, -16, -1.2, 2, 4, -4, 11
[24] Cc1nc2ccc(Cl)cc2nc(C)/c1=N\O
  -79, 0, -5, -2, -2.4, 11, 14, -4, 9
[25] CCCCn1c(SCc2nc(N)nc(N3CCCCC3)n2)nc2c1c(=O)n(C)c(=O)n2C
  1, -3, 15, -7, 2.0, 9, 6, 1, 10
[26] N#Cc1ccc(C2N=C(c3ccccc3)NO2)cc1 (stereo not drawn)
  4, -3, 3, 0, 1.5, 18, 19, 0, 18
[27] COc1ccc(N2C(=O)CCC(C(=O)N(C)CCc3ccccn3)C2c2ccc(OC)c(OC)c2)cc1 (stereo not drawn)
  14, -2, -3, -1, -2.7, -2, 11, -2, 8
[28] O=C(c1ccc(C(F)(F)F)cc1)N1CCCCC1
  12, -3, 6, 4, 4.6, 4, 3, -2, 9
[29] CC1CCN(C(=O)c2ccc(NS(=O)(=O)c3cccc4cccnc34)cc2)CC1
  -4, -6, 2, 0, -0.6, 8, 3, -1, 8
[30] CCOc1ccccc1OCCCNCc1ccco1
  -6, -3, -8, 2, 0.6, -3, -3, 0, 2
[31] CN(CCOc1ccc(Cl)cc1)C(=O)CN1C(=O)NC2(CCCC2)C1=O
  7, -4, -1, 1, -0.2, 13, 2, -2, 4
[32] CCOc1ccc(Cl)cc1S(=O)(=O)n1cnc2ccccc21
  6, 0, 19, 1, -1.3, 28, 21, 0, 10
[33] CC(=O)Nc1ccc(S(=O)(=O)CCC(=O)O)cc1
  7, -4, 0, 2, -0.4, 20, -3, -3, -10
[34] Cc1ccccc1C1c2[nH]c3ccccc3c2CCN1Cc1cccn1-c1ncccn1 (stereo not drawn)
  16, -6, 7, -2, 2.8, 5, 16, -6, 15
[35] CCOc1ccccc1NC(=O)c1ccccc1NS(C)(=O)=O
  7, 0, -2, 1, 1.4, -5, 5, -2, 15
[36] COc1ccc(Cc2nnc(NCCO)[nH]c2=O)cc1OC
  13, -2, 4, -1, 0.0, 10, 1, 1, -7
[37] CC1C(=O)Nc2ccc(S(=O)(=O)N3CCc4ccccc4C3)cc2NC1=O (stereo not drawn)
  6, 0, 17, -1, -0.9, 7, 11, -2, 15
[38] CC(C)(C)c1nc2ccc([N+](=O)[O-])cc2[nH]1
  5, -1, 11, -2, -1.8, 11, 12, -3, 0
[39] O=C(Nc1ccc(N2CCN(C(=O)C3CC3)CC2)cc1)c1cccs1
  -4, -2, 12, 0, 0.2, 17, 16, 1, 2
[40] O=C(Nc1cc(C(F)(F)F)ccc1N1CCOCC1)C1=NN(c2ccccc2)C(=O)CC1
  8, 12, 20, 1, -0.2, 0, 8, 0, -6

By substructure, the compounds so far containing a furan ring, fused or not
Sequence of screens – APJ antag, APJ ag, TIM10 inh, GRIN3A LBD mod, MPTP block, NALP3 yeast inh, tim23-1 inh, beta cell repl, tim10-1 inh
[2] CCn1c(SCC(=O)N2CCN(c3ccccc3)CC2)nnc1-c1ccoc1C
  -9, -3, 2, 1, 1.1, 16, 11, -2, 12
[21] CC1CCN(C(=O)c2cc(-c3ccco3)on2)CC1
  10, -1, 11, 1, -0.1, 30, 7, -3, -22
[30] CCOc1ccccc1OCCCNCc1ccco1
  -6, -3, -8, 2, 0.6, -3, -3, 0, 2

Looked up one by one from the entries so far (5):
Sequence of screens – APJ antag, APJ ag, TIM10 inh, GRIN3A LBD mod, MPTP block, NALP3 yeast inh, tim23-1 inh, beta cell repl, tim10-1 inh
[27] COc1ccc(N2C(=O)CCC(C(=O)N(C)CCc3ccccn3)C2c2ccc(OC)c(OC)c2)cc1 (stereo not drawn)
  14, -2, -3, -1, -2.7, -2, 11, -2, 8
[38] CC(C)(C)c1nc2ccc([N+](=O)[O-])cc2[nH]1
  5, -1, 11, -2, -1.8, 11, 12, -3, 0
[23] O=C(CCc1c[nH]c2ccccc12)NCCOc1ccccc1
  11, -4, 11, -16, -1.2, 2, 4, -4, 11
[29] CC1CCN(C(=O)c2ccc(NS(=O)(=O)c3cccc4cccnc34)cc2)CC1
  -4, -6, 2, 0, -0.6, 8, 3, -1, 8
[24] Cc1nc2ccc(Cl)cc2nc(C)/c1=N\O
  -79, 0, -5, -2, -2.4, 11, 14, -4, 9

(listing goes on)
Sequence of screens – APJ antag, APJ ag, TIM10 inh, GRIN3A LBD mod, MPTP block, NALP3 yeast inh, tim23-1 inh, beta cell repl, tim10-1 inh
[41] CCn1c2ccccc2c2nnc(SCC(=O)c3c(N)n(C)c(=O)n(C)c3=O)nc21
  12, -4, -10, 0, -1.2, 13, -41, 1, -29
[42] COc1ccc(-c2nc(-c3ccccn3)nc(N3CCN(C)CC3)c2C#N)cc1
  -20, 1, -9, -2, 0.8, 3, -6, 1, 14
[43] Cc1n[nH]c(C)c1CCc1nc2c3ccccc3nc(SCC(=O)Nc3ccccc3F)n2n1
  -2, 0, 10, 2, 2.0, -2, 9, 4, 18
[44] CCOC(=O)CSc1nc2cc(C(F)(F)F)cnc2n1C
  1, -6, -11, 0, 0.4, 13, 0, -2, -9
[45] CN(Cc1cc(-c2ccccc2)on1)C(=O)c1cc(COc2c(F)cccc2F)on1
  -4, 0, -17, 0, 1.6, -2, 3, -2, 11
[46] COc1cc(C(=O)NCCOc2ccccc2)c(Br)c(OC)c1OC
  1, 4, -1, 0, 1.1, 16, 9, -2, 21
[47] Cc1ccc(CNC(=O)[C@@H]2CCC(=O)N2Cc2ccco2)cc1
  -14, -2, 13, 1, -1.6, 0, -1, 0, 5
[48] CC(C)(C)NC(=O)CN(Cc1cccs1)C(=O)CNS(=O)(=O)c1ccc(F)cc1
  -7, 0, -11, -2, -0.8, 21, -7, 2, -12
[49] COCc1cc(=O)n2c(-c3ccc(C)cc3)n[nH]c2n1
  0, -3, 9, -3, -0.6, 23, -1, -1, -6
[50] CCn1c(N2CCC(Cc3ccccc3)CC2)nc2c1c(=O)[nH]c(=O)n2C
  14, 2, -2, -3, -1.5, -1, 10, -2, -27
[51] COc1ccc(OC)c(NC(=O)Nc2ccc3c(c2)OCO3)c1
  0, -2, 2, -37, 0.5, 17, 36, -1, 40*
[52] Cc1ccc2c(c1)nnn2C1CCN(S(=O)(=O)c2ccc(C(=O)N(C)C)cc2)CC1
  -2, 5, -3, 0, 2.5, -5, 17, 2, 1
[53] Cc1ccc(C)c(NC(=O)CN(C)C(=O)c2ccc(-n3cncn3)c([N+](=O)[O-])c2)c1
  -30, 5, -2, 3, -1.4, 16, 15, 1, 4
